# CF NFkB block: inhibitors of PAF-induced NF-kB signaling, primary screen, cell-based, GFP fluorescence, uHTS; AID 588850, 2011; KKLEB NF-kB-GFP reporter, GFP fluorescence overnight; inhibition, % at 5 µM; hit rate 0.86% among 360,000;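 active = at least 50% inhibition at 5 µM, scaled per plate between neutral and stimulator controls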;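 also: PAF is a Pseudomonas aeruginosa culture filtrate used as stimulus; plate controls were PAF-stimulated DMSO wells for no effect and unstimulated DMSO wells for full effect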
# KKLEB tox: cytotoxicity in KKLEB CF airway cells, primary screen, cytotoxicity control for CF NF-kB inhibitor project, cell-based, uHTS, fluorescence assay plates | hit rate 0.36% among 360,000 | AID 602141, 2011 | KKLEB CF airway cells viability, ATPlite luminescence, overnight; hits give low values; cells stimulated with P. aeruginosa culture filtrate | activity change (cytotoxicity), % at 5 µM;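 active = corrected activity change at or below -50% at 5 µM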
# Peg3 prom inh: Peg3 promoter-driven luciferase inhibitors, primary screen, cell-based, HeLa, luciferase luminescence; HeLa PEG-Prom luciferase reporter, overnight; inhibition, % at 20 µM; hit rate 1.7% among 360,000;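 active = inhibition of at least 50% at 20 µM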
# Shn3 inh set2: reduction of Shn3 3'UTR firefly luciferase signal, primary screen, Schnurri-3 inhibitor project, cell-based, Clone20 osteoblasts, set 2; Clone20 osteoblast Shn3 3'UTR firefly luciferase, 24 h; inhibition, % at 12.5 µM; hit rate 0.52% among 360,000; AID 588674, 2011;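 active = mean inhibition of at least 75% with every replicate also reaching 75%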;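 also: 0% = median of neutral control wells and 100% = pilot-screen positive control compound; some compounds past the cut are filed as inactive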
# NR2E3 ag-1: NR2E3 agonists in two-hybrid cells, primary screen, cell-based, luminescence, CHO-S, Gal4-NCOR/VP16-NR2E3; inhibition of corepressor binding, % at 3.98 µM; luciferase; AID 602229, 2012; Photoreceptor-specific nuclear receptor (Homo sapiens), Q9Y5X4; hit rate 0.35% among 360,000;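 active = inhibition above the mean of all tested compounds plus 3 SD, cut at about 70% in these data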;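 also: 0% = DMSO with NR2E3 transfected cells and 100% = cells lacking NR2E3 construct; higher means lower luciferase signal from less NR2E3 corepressor binding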
# Target sequence (Q9Y5X4 whole entry, looked up, the tested form may be a part): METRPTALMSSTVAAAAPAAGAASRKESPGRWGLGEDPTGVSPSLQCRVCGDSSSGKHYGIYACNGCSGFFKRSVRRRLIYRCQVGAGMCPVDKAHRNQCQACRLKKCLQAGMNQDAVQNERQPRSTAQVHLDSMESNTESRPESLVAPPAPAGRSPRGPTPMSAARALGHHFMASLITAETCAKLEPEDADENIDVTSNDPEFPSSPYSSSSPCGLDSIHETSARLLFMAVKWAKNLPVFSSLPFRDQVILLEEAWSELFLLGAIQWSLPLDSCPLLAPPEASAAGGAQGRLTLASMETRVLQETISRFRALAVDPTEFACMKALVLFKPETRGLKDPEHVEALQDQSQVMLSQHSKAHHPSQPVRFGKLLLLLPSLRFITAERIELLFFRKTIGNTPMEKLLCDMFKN
# CaV13 FRET inh: Primary screen for inhibitors of IQ motif and Ca2+-dependent inactivation inhibitor domain binding in CACNA1D, Förster resonance energy transfer in living cells, …; HEK cells, CFP/YFP FRET ICDI-IQ, plate reader, 10 min; percent FRET-ratio fall versus neutral wells; inhibition, % at 12.3 µM; hit rate 0.098% among 340,000;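 active = mean replicate inhibition of at least 30% and at least 1% of replicates passing that level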;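 also: 0% = median of the neutral control wells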
# Vif inh: HIV Vif self-association inhibitors, primary screen, imaging, HEK293T, single point; HEK293T cells, Vif self-association by quenched fluorescence, 24 h; inhibition, % at 7.49 µM; hit rate 0.35% among 340,000; AID 602346, 2012; in the data active = inhibition above about 50%, passing the limit was not always enough; also: some results filed as inactive read as strong as hits
# MITF TRPM1 inh: inhibitors of MITF-dependent TRPM1 promoter reporter, primary screen, cell-based, SK-MEL-5, single point, luciferase. SK-MEL-5 TRPM1 promoter luciferase, 24 h. inhibition, % at 12.5 µM. hit rate 0.83% among 330,000. AID 488899, 2010;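 active = mean inhibition across replicates of 60% or more, whatever share of single replicates reaches that level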; also: values of inactives mirror those of a sister screen read the other way
# HIF-2a inh: HIF-2a reporter inhibitors, primary screen, luminescence, 786-0 RCC cells; 786-0 RCC cells HIF-2a reporter, luciferase luminescence, overnight; inhibition, % at 18.8 µM; hit rate 0.72% among 360,000; AID 624352, 2012;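 active = inhibition of the luminescence signal of 40% or more relative to plate controls, in a single-dose primary screen at 18.75 µM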
# NR2E3 ag-2: inhibitors of NR2E3-RetCOR corepressor binding, primary screen, NR2E3 agonist project, biochemical, TR-FRET, GST-NR2E3, biotin-RetCOR; 1536-well; inhibition of corepressor binding, % at 4.78 µM; hit rate 0.12% among 320,000; AID 2300, 2010;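 active = percent inhibition above the cutoff of mean plus 3 SD of all tested compounds, set per screening campaign, cut at about 20% in these data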;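 also: 0% = DMSO wells and 100% = biotin wells as full block of FRET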
#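 Test system – NR2E3–RetCOR corepressor complex · Quantity – NR2E3 fusion 1.35 nM · Buffer or medium – Tris pH 7.5 · Incubation – Compound–protein incubation for 5 h at 4 °C · Technique – TR-FRET, Eu(K)-anti-GST donor, streptavidin-D2 acceptor, ex 340, em 617/671 nm · Evaluation – percent inhibition of 671/617 nm emission ratio versus biotin and DMSO controls · Plate – 1536-well format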
# PDI inh: inhibitors of human PDI, primary screen, biochemical, turbidity, single point, plate reader. inhibition, % at 10 µM. PDI insulin aggregation turbidity, A650, 90 min. AID 588391, 2011. Protein disulfide-isomerase (Homo sapiens), P07237. hit rate 0.052% among 350,000;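 active = mean inhibition across replicates of 30% or more, whatever share of single replicates reach that level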;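 also: absorbance from insulin aggregation driven by PDI reduction with DTT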
# Target sequence (P07237 whole entry, looked up): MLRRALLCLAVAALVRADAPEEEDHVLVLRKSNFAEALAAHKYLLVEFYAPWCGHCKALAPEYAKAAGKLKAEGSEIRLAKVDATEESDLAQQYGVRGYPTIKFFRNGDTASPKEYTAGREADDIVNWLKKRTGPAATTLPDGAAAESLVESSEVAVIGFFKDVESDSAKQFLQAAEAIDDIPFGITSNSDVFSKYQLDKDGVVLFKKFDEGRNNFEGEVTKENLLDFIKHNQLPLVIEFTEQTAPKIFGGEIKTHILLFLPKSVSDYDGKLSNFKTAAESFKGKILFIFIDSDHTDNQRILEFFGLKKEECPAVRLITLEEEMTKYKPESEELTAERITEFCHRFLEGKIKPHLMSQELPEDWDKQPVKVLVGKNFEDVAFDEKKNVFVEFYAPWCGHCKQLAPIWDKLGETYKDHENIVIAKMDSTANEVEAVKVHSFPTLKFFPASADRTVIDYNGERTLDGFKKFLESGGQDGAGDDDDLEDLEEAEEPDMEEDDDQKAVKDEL
# Active calls of the source: *; nt = not tested or not shown.
SMILES,CF NFkB block,KKLEB tox,Peg3 prom inh,Shn3 inh set2,NR2E3 ag-1,CaV13 FRET inh,Vif inh,MITF TRPM1 inh,HIF-2a inh,NR2E3 ag-2,PDI inh
O=C1CCC/C=C\C[C@@H](CC(=O)N(CCO)Cc2ccccc2)C(=O)N[C@H](c2ccccc2)CO1,-3,-3,1,10,-9,-6,0,3,2,nt,-5
C/C(=C\C(=O)O)C12CC3CC(CC(C3)C1)C2,8,-8,8,-2,-17,-5,-7,1,2,-2,-3
Cc1noc(/C=C/N(C)C)c1S(=O)(=O)N1CCC(C(=O)Nc2ccc(Cl)cc2)CC1,-7,-14,16,1,-28,-7,10,-14,11,2,12
Cn1cccc1C(=O)OCC(=O)N1CCc2ccccc2C1,-7,14,-275,-49,-95,-5,-8,nt,-160,nt,14
Cc1ccc(S(=O)(=O)NC(=O)c2ccccc2F)cc1,-35,8,4,-14,-16,-15,1,-8,0,2,-2
CCCNC(=O)C1(C)CCN1C(=O)c1ccc(C(C)(C)C)cc1 (configuration not stated),10,13,-1,-9,-25,-6,6,nt,7,nt,-8
OCCNCCCCOc1ccc(OCc2ccccc2)cc1,13,-6,-166,-36,-46,-5,-15,-46,-127,3,-1
CNC(=O)C[C@H]1C(=O)N(Cc2ccccc2)C[C@@H]1Cc1ccccc1,-4,5,-5,12,-40,-4,2,nt,-3,nt,1
CCOC(=O)Cn1ncc2c(=O)oc3ccccc3c21,9,-4,-1,-13,-6,-3,14,-8,7,1,-7
CC(=O)Nc1ccc(NC(=O)C(C)OC(=O)C2(c3ccccc3F)CCCC2)cc1 (configuration not stated),-9,4,6,6,-4,-5,19,2,16,3,-16
CCOC(=O)CNC(=O)CNC(=O)c1ccc(OC)cc1,5,7,4,4,-17,nt,3,13,8,-2,0
CC(CCc1ccccc1)NC(=O)N1CCOCC1 (configuration not stated),10,-4,5,-10,-20,-6,2,-6,14,-2,1
COCCNC(=O)c1csc2c1CCCC2,-11,0,12,4,-23,-4,13,0,16,-2,0
O=C(Nc1ccc([N+](=O)[O-])cc1)C1C(c2ccccc2)=C1c1ccccc1,2,-12,9,13,-15,-8,-2,10,6,-3,9
COc1ccc(N2CCN(Cc3nc(-c4ccccc4)no3)CC2)cc1,5,0,1,-8,-17,-7,3,8,10,3,-8
O=c1c([N+](=O)[O-])cc(C(F)(F)F)cn1Cc1c(Cl)cccc1Cl,22,-4,4,-20,-34,-3,12,11,17,2,20
CC(C)c1ccc(NC(=O)c2ccccc2NC(=O)C2CC=CCC2C(=O)O)cc1 (configuration not stated),-39,-3,-53,-92,-155,nt,-4,-57,-64,nt,7
COc1ccc(N=C2NC(=O)/C(=C\C=C\c3ccccc3)S2)cc1,0,-3,-3,-5,-53,-4,3,10,-7,-1,-7
Cc1cccc(C(=O)NCC(c2ccco2)N(C)C)c1 (configuration not stated),-12,-1,3,-20,-3,4,5,-8,-6,-2,1
COc1ccc(S(=O)(=O)N2CCN(c3ccc4nnc(-c5ccc(F)cc5)n4n3)CC2)cc1,-22,-7,36,41,37,-5,-2,10,-5,2,8
CC1CC(C)CN(C(=O)COC(=O)c2cccc([N+](=O)[O-])c2)C1 (configuration not stated),-5,-6,-16,6,-10,-7,5,5,7,6,1
O=C(N/N=C/c1ccccc1)c1ccc(N2CCOCC2)c([N+](=O)[O-])c1,2,16,8,-6,-1,0,2,1,8,0,0
CN(Cc1ccc(F)cc1)C(=O)CNC(=O)c1cccs1,-2,-38,-13,-20,-15,-6,15,-13,-17,-2,-10
COCCNC(=O)c1cc2sccc2n1C,-5,0,11,-2,16,-19,5,-2,6,-1,4
COc1ccc(NC(=O)CN2CCN(c3ccccc3F)CC2)cc1,6,3,16,-2,6,0,-8,-5,-14,0,4
COC(=O)c1c(NC(C)=O)sc2c1CCN(Cc1ccccc1)C2,-7,16,12,-1,6,-6,nt,nt,-21,1,nt
CCOc1ccc(NC(=O)COC(=O)COc2cccc3c2OC(C)(C)C3)cc1,4,-7,-13,-5,-14,-3,nt,-2,6,0,4
COc1ccc(CCNC(=O)NC(C(F)(F)F)C(F)(F)F)cc1OC,-6,3,10,6,-5,0,5,-6,18,1,4
Clc1ccccc1CSc1nc2ccncc2[nH]1,-15,-15,-262,-128,-78,-5,3,-63,-206,2,nt
CCCCNC(=O)C1CCCN1C(=O)Nc1cccc(OC)c1 (configuration not stated),10,2,8,-8,-18,nt,1,-10,9,-1,4
COc1cccc2c1cc1c(=O)n(CC(=O)N3CCCC3)nc(C)n12,-25,-3,4,-17,-22,-16,-15,14,0,nt,3
Cc1cccc(NC(=O)C(C)SCc2nc3sc(C)c(C)c3c(=O)[nH]2)n1 (configuration not stated),-9,15,10,-5,-14,nt,nt,6,0,2,-2
COc1ccc(OC)c(-n2c(SCC(=O)NCC3CCCO3)nc3ccccc3c2=O)c1 (configuration not stated),3,-8,6,-1,-13,-2,2,-4,6,nt,0
Cc1ccc(NC2=NCC(=O)N2CCc2ccccc2)cc1C,6,-3,-1,19,10,nt,nt,-5,-7,3,-37
O=C(NNC(=O)c1cnccc1C(F)(F)F)c1ccccc1,6,-6,-1,2,-12,-5,5,-3,11,0,19
CCOC(=O)c1cnn(-c2nc3c(C)cccc3s2)c1C,11,-1,-44,-8,-20,nt,0,6,-35,3,-5

# Already shown: entries from further up.
SMILES,CF NFkB block,KKLEB tox,Peg3 prom inh,Shn3 inh set2,NR2E3 ag-1,CaV13 FRET inh,Vif inh,MITF TRPM1 inh,HIF-2a inh,NR2E3 ag-2,PDI inh
COc1cccc2c1cc1c(=O)n(CC(=O)N3CCCC3)nc(C)n12,-25,-3,4,-17,-22,-16,-15,14,0,nt,3
Cc1cccc(NC(=O)C(C)SCc2nc3sc(C)c(C)c3c(=O)[nH]2)n1 (configuration not stated),-9,15,10,-5,-14,nt,nt,6,0,2,-2
COc1ccc(OC)c(-n2c(SCC(=O)NCC3CCCO3)nc3ccccc3c2=O)c1 (configuration not stated),3,-8,6,-1,-13,-2,2,-4,6,nt,0

# (cont.)
SMILES,CF NFkB block,KKLEB tox,Peg3 prom inh,Shn3 inh set2,NR2E3 ag-1,CaV13 FRET inh,Vif inh,MITF TRPM1 inh,HIF-2a inh,NR2E3 ag-2,PDI inh
C/C(=N\Nc1ccc(S(N)(=O)=O)cc1[N+](=O)[O-])c1ccco1,-56,11,-24,-9,-1,-5,-3,5,-37,-2,20
CN(C)c1ccc2c(O)cc(=O)n(C)c2c1,14,-3,12,-5,-14,-5,8,13,16,-3,8
CCOc1ncccc1C(=O)OCC(=O)NC(=O)NC(C)C,-10,-2,6,6,-11,-7,-4,14,9,5,6
COc1ccc(Cn2cnc3c4cc(F)ccc4n(C)c3c2=O)cc1,39,-24,17,8,-39,-20,7,nt,24,2,2
Cc1cccc(C)c1NC(=O)CCCSc1nnc(N)s1,-14,5,12,-6,-60,-3,15,-6,14,-4,2
Cn1c(CNC(=O)c2ccc3c(c2)OCO3)nnc1SCC(=O)Nc1ccccc1F,16,-19,-11,19,-21,-8,-5,1,-27,-1,2
CC(C)OP(=O)(OC(C)C)C(Nc1cccc(C(=O)O)c1)c1ccccc1 (configuration not stated),-10,-19,2,-8,14,-3,1,2,1,3,0
Cc1cc(NC(=O)CCC(=O)N(CC(=O)NC2CCCC2)Cc2ccccc2Cl)no1,-13,9,-1,-3,-19,nt,-5,10,11,4,7
O=C(NCCc1ccccc1F)c1[nH]c(C(F)(F)F)nc1-c1ccccc1,9,5,-3,-5,0,-3,1,nt,8,nt,nt
O=C(Nc1ccc(N2CCOCC2)cc1)c1cnccn1,-15,-4,59*,30,-84,-3,-3,25,53*,0,6
O=C(Nc1cccc(C(F)(F)F)c1)c1cc(S(=O)(=O)N2CCCCC2)ccc1N1CCOCC1,-12,4,20,-1,28,-3,19,-3,23,-2,2
CC(=O)N(C(C)=O)C1=C(C#N)C2(CCCCC2)Cc2ccccc21,9,25,16,0,-1,-4,10,1,-3,-2,1
O=C(NC(=S)NCc1ccco1)c1ccccc1,-7,4,-3,7,-12,-4,4,0,12,-1,2
COC(=O)C1=C(C)Nc2nnnn2C1c1cc(OC)ccc1OC (configuration not stated),-14,2,10,-11,-5,-9,-4,-4,-3,4,-9
CC1CN(c2nc3c(c(=O)n(Cc4ccc(Cl)cc4)c(=O)n3C)n2C)CC(C)O1 (configuration not stated),7,-19,30,0,7,-6,-11,15,18,2,-9
C/C(=N\NC(=O)c1ccccc1)c1ccc(N2CCCCC2)cc1,-5,-2,-155,-24,-90,-5,5,-29,-167,-1,20
COc1cc(NC(=O)c2n[nH]c(=O)c3ccccc23)cc(OC)c1,-26,2,-3,11,13,5,-13,-18,-8,-2,-2
O=C(c1ccccc1)N1CCN(S(=O)(=O)N2CCOCC2)CC1,-7,4,7,5,-2,-4,7,1,8,1,0
Cc1ccc(/C(=N/Nc2ncnc3ccccc23)C(=O)O)cc1,-4,5,-181,-114,-128,-2,6,9,-203,-1,4
CC(C)NC(=O)c1cc(C(=O)c2cc(Cl)ccc2O)coc1=N,-6,6,7,7,9,1,-5,11,24,6,7
O=C(NCCc1ccncc1)c1ccc2nc(Cc3cccc(Cl)c3)oc2c1,-1,-1,15,15,-10,-6,-9,10,7,1,16
COc1ccc(CNC(=O)CN2CCC(NC(=O)c3ccccc3C)CC2)cc1,-10,8,-6,-14,-8,-6,42,nt,1,1,2
C=CCCC(=O)Nc1nc(C)c(-c2csc(Nc3ccc(Cl)cc3)n2)s1,43,-11,20,26,-17,-10,nt,19,19,3,2
Cn1c(=O)c2ncn(CC(=O)Nc3cccc(-c4nc5ccccc5s4)c3)c2n(C)c1=O,-29,4,-147,-9,-94,nt,-2,-1,-389,2,-8
CC(C)(C)OC(=O)N[C@H](C(=O)OC(C)(C)C)c1ccc(Br)cc1,4,-11,-2,-14,18,-10,-8,-10,12,3,0
CCCSc1cc(=O)n(-c2ccccc2)nc1C(=O)O,1,2,8,12,11,3,1,0,9,-1,3
CC1CCCN(CCCNC(=O)c2ccc(CS(=O)(=O)c3c(Cl)cccc3Cl)o2)C1 (configuration not stated),7,-11,-22,10,-8,-15,-9,-6,4,2,5
CC(=O)N1CCN(S(=O)(=O)c2ccc3c(c2)CCC(=O)N3)CC1,14,-1,-12,1,-5,-4,-7,2,11,1,-5

# High-throughput results (PubChem BioAssay)
